JMJD2A Tudor: qHTS Assay for Inhibitors of JMJD2A-Tudor Domain; Potency, µM (titrated, usually from 114 µM), for the others: at the highest dose activity change, negative = inhibition, usual class: inhibitors; AlphaScreen JMJD2A-Tudor / H3K4me3 peptide binding; 390,000 tested, 4.4% active; AID 504339, 2011; Lysine-specific demethylase 4A (Homo sapiens), O75164; further: on the % scale 0 is the no-effect control and ±100 the full control effect; nearly all actives have a fitted effect of over 50% in size
Tb PGK inh: qHTS Assay to Find Inhibitors of Phosphoglycerate Kinase; Phosphoglycerate kinase, glycosomal (Trypanosoma brucei brucei), P07378; Potency, µM (highest dose often 57.5 µM), without a hit: at the top dose activity change, negative = inhibition, actives largely listed as inhibitors; AID 602233, 2012; 380,000 tested, 0.043% active; PGK/GAPDH coupled, Kinase-Glo luminescence, 60 min; further: on the % scale 0 is the no-effect control and ±100 the full control effect; nearly all actives have a fitted effect of over 60% in size
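Recombinant glycosomal PGK reaction used 1,3-bisphosphoglycerate generated in-well by GAPDH (100nM final) in 100mM TEA pH 7.6, 5mM MgCl2, 0.01% Tween-20. After 60 minutes at room temperature, ATP was read by Kinase-Glo Plus luminescence end-point.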
ERG-DNA inh: qHTS for Small Molecule Inhibitors of the ERG Ets/DNA interaction; AID 624246, 2012; 370,000 tested, 0.028% active; Potency, µM (titrated, usually from 76.9 µM), inactives show at the highest dose FP activity, negative = inhibition, usual class: inhibitors; fluorescence polarization, His-ERG Ets domain / labelled DNA; Transcriptional regulator ERG (Homo sapiens), P11308; active means well fitted inhibition curve with a large enough effect in the polarisation, with a control signal flat; inconclusive means small, poorly fitted or top-dose-only effect, or effect the other way, or a change in a side signal; inactive means no such curve, though single readings can be large or run the other way; the % refers to the polarisation;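 further: polarization taken with two DNA probes labelled with fluorescein and Texas red; % of control where 0% means no effect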
Target sequence (P11308 whole entry, looked up, the tested form may be a part): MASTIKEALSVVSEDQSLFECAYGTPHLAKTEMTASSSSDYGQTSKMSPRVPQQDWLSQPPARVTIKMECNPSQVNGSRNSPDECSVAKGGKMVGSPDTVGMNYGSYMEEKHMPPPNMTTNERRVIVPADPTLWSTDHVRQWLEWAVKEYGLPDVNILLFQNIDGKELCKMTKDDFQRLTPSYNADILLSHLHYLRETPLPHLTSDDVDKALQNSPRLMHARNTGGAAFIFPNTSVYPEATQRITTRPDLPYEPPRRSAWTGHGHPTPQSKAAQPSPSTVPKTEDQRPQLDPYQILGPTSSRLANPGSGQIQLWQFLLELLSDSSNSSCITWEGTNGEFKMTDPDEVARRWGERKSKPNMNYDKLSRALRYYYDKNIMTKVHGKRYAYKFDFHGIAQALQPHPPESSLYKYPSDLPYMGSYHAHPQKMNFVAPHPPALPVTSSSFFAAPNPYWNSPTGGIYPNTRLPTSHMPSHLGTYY
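His-tagged ERG Ets domain (1 uM in the protein solution; 300mM KCl, 50mM Tris-HCl, 1mM EDTA, 1mM DTT, pH 7.5) received compound, then a probe mix of 5 nM fluorescein-DNA and 100nM Texas-615-DNA. Fluorescence polarization was read for both dyes.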
GLS inh: qHTS for Inhibitors of Glutaminase (GLS) | Glutaminase kidney isoform, mitochondrial (Homo sapiens), O94925 | GLS enzymatic activity, qHTS titration | Potency, µM (top dose mostly 45.5 µM), for the others: at the highest dose activity change, negative = inhibition, hits mostly inhibitors | 410,000 tested, 0.21% active; further: on the % scale 0 is the no-effect control and ±100 the full control effect
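hKGA in 45 mM KH2PO4 pH 8.2, 0.02% Tween-20 with pin-transferred compounds; 1 mM L-glutamine (stock) plus glutamate oxidase/HRP/Amplex Red coupling added. Fluorescence read initially and after 30 min at RT.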
TrxR1 inh: qHTS Assay for Inhibitors of Mammalian Selenoprotein Thioredoxin Reductase 1 (TrxR1): qHTS; AID 588453, 2011; 390,000 tested, 1% active; recombinant rTrxR1, NADPH fluorescence consumption, selenite substrate; Potency, µM (highest dose often 114 µM), inactives show top-dose activity change, negative = inhibition, usual class: inhibitors; Thioredoxin reductase 1, cytoplasmic (Rattus norvegicus), O89049; further: on the % scale 0 is the no-effect control and ±100 the full control effect; nearly all actives have a fitted effect of over 65% in size
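Rat TrxR1 (90 nM in the dispensed reagent) was pre-reduced with 400 uM NADPH for 5 min at room temperature, then incubated with compound for 15 min. After 400 uM selenite was added, NADPH fluorescence (Ex 340/Em 450 nm) was followed for 8 min.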
RGS4 inh: Inhibitors of Regulator of G Protein Signaling (RGS) 4: qHTS; Transcreener GDP fluorescence polarization, RGS4-accelerated GTP hydrolysis; 390,000 tested, 0.039% active; AID 504845, 2011; Regulator of G-protein signaling 4 (Homo sapiens), P49798; Potency, µM (top dose mostly 114 µM), without a hit: at the highest dose activity change, negative = inhibition, usual class: inhibitors; further: on the % scale 0 is the no-effect control and ±100 the full control effect; nearly all actives have a fitted effect of over 75% in size; some results filed as inactive show a strong effect at the top dose
Target sequence (P49798 whole entry, looked up): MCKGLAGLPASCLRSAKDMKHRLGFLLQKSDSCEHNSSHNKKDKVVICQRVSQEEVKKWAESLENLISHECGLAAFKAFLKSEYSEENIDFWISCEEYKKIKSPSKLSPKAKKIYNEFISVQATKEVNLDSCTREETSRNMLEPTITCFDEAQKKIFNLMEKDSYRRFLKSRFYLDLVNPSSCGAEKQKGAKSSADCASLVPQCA
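MLSMR compounds (23 nl, pin-transferred) preincubated 10 min at room temperature with a 500nM (2x) first reagent, then RGS4 at 900nM (2x) plus Transcreener GDP mix added; fluorescence polarization (620/688 nm) read before and after 90 min at 30 °C.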
HP1b binding inh: HTS for Inhibitors of HP1-beta Chromodomain Interactions with Methylated Histone Tails; Chromobox protein homolog 1 (Homo sapiens), P83916; AlphaScreen HP1-beta / biotin-H3K9me3 peptide binding; Potency, µM (top dose mostly 114 µM), for inactives: top-dose activity change, negative = inhibition, hits mostly inhibitors; 390,000 tested, 0.56% active; AID 540317, 2011; further: nearly all actives have a fitted effect of over 70% in size; inactives centre near 23
Target sequence (P83916 whole entry, looked up): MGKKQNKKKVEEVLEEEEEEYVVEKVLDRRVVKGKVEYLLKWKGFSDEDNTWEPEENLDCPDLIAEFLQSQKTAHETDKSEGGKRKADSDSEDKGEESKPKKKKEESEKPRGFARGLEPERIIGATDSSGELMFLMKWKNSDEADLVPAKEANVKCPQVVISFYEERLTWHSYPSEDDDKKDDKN
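Compound inhibition of the preformed complex between 50 nM HP1-beta and 50 nM biotinylated H3K9me3 peptide was read by AlphaScreen. Buffer was PBS pH 7.4 with 0.01% Tween-20. Incubations ran 30 min at room temperature, with 10 ug/mL donor/acceptor beads.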
ALOX12 inh: Primary qHTS assay for inhibitors of human arachidonate 12S-lipoxygenase (ALOX12): Round 2 | purified 12hLO, xylenol orange hydroperoxide absorbance | Potency, µM (highest dose often 108 µM), without a hit: top-dose activity change, negative = inhibition, actives largely listed as inhibitors | 580,000 tested, 1.1% active; further: on the % scale 0 is the no-effect control and ±100 the full control effect
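Hydroperoxide product was detected by ferrous iron/xylenol orange as the 573 to 405 nm absorbance ratio. Arachidonic acid at 40 uM (final) was turned over for 30 min at room temperature by 150 nM human 12hLO, pH 7.0 Hepes buffer, after 15 min compound preincubation.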
Pin1 inhibitor: qHTS Assay to Find Inhibitors of Pin1. Pin1 FP peptide displacement, HiFluor488, 10 min. Potency, µM (highest dose often 115 µM), inactives show at the highest dose activity, negative = inhibition, most hits filed as inhibitors. 390,000 tested, 0.009% active; active means well fitted inhibition curve with a large enough effect in the polarisation, with a control signal flat, not every such curve was filed as active; inconclusive means small, poorly fitted or top-dose-only effect, or effect the other way, or a change in a side signal; inactive means no such curve, though single readings can be large or run the other way; the % refers to the polarisation; further: on the % scale 0 is the no-effect control and ±100 the full control effect
Target sequence (Q13526 whole entry, looked up): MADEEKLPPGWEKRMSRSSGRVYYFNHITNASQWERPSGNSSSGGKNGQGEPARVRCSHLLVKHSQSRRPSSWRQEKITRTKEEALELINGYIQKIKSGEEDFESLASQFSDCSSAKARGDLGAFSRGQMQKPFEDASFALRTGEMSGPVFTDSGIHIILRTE
* = called active by the depositor; i = inactive; ? = inconclusive; . = no result given; & = joins results of further samples; [ ] = another dose, or the depositor's remark. Unless noted, the call rests on the fitted dose curve; in most records, active means well fitted curve in the direction sought with a large enough effect; inconclusive means small, poorly fitted or top-dose-only effect, or another doubt; inactive means no such curve, though single readings can be large; an effect the other way counts as inactive or inconclusive. Potency means the concentration at half of the fitted maximal effect. The list is partial; rates above refer to the full screens.

| JMJD2A Tudor | Tb PGK inh | ERG-DNA inh | GLS inh | TrxR1 inh | RGS4 inh | HP1b binding inh | ALOX12 inh | Pin1 inhibitor | Compound |
| --- | --- | --- | --- | --- | --- | --- | --- | --- | --- |
| -10% | -4% | 16% | 3% | 15% | -23% | 22% | -14% | -4% | CCS(=O)(=O)N1CCC(NC(=O)C(Cc2cc(OC)ccc2OC)NC(C)=O)CC1 (centres undefined) |
| -4% | -3% | 5% | 4% | 7% | 10% | 26% | -5% | 0% | COc1cccc(NC(=O)CN(C)C(=O)Cc2cccc3ccccc23)c1 |
| ? | i | -1% | 27% | -19% | -14% | 4% | ? | -1% | Cc1ccnc(SCc2cc(=O)c(OC(=O)c3cc([N+](=O)[O-])ccc3Cl)co2)n1 |
| -21% | -2% | -2% | 2% | 19% | ? | -1% | ? | 15% | Cc1ccc(-n2c(=O)c3ccc(C(=O)NCc4ccccc4Cl)cc3n(CC(N)=O)c2=O)cc1 |
| -22% | 0% | 4% | -7% | -9% | -13% | 4% | 0% | -10% | CCOc1ccc(NC(=S)N2CCN(S(=O)(=O)c3ccccc3)CC2)cc1 |
| 23%[57.1 µM] | -4% | -7% | 5% | 9%[57.1 µM] | -47% | 62%[activator] | 75%[activator] | -1% | CC(C)(C)SCCNC(=O)/C=C/c1ccccc1 |
| ? | -9% | -1% | -1% | 4% | -9% | 11% | -19% | 3% | CCCc1cc(=O)[nH]c(/N=C(\N)Nc2ccccc2)n1 |
| -31% | -8% | 6% | 1% | -16% | 8% | 6% | 0% | 3% | CC(C)Cn1nc(NS(=O)(=O)c2cccc3nonc23)c2cc3ccccc3nc21 |
| -9%[11.4 µM] | 0% | 5% | 0% | 21%[57.1 µM] | 10% | 33%[activator] | -1% | -2% | COc1ccccc1NS(=O)(=O)c1cc(NC(=O)CC(C)(C)C)ccc1N1CCOCC1 |
| 18µM* | ? | -2% | 51%[activator] | 25µM* | 6% | -18%[57 µM] | . | -7% | O=C(CN1CCN(S(=O)(=O)c2ccc(Cl)cc2)CC1)c1ccc(O)c(O)c1 |
| 7% | -4% | 3% | -7% | -17% | -4% | 43%[activator] | -2% | -3% | CC1(C)Oc2ccc3ccc(=O)oc3c2CC1O (centres undefined) |
| -8% | 5% | -12% | 5% | 13% | 26% | 15% | -12% | -2% | Cc1cc(C)nc(NC(=O)Nc2ccc3c(c2)OCO3)c1 |
| ? | i | -11% | 3% | 12% | -19% | -6% | -28% | 3% | Clc1ccccc1CN1CCN(/N=C/c2ccncc2)CC1 |
| -10% | 6% | 2% | -1% | 18%[57.1 µM] | 6% | 43%[activator] | 3% | 4% | C=CCn1c(CCCNC(=O)C(C)(C)C)nc2ccccc21 |
| 0% | i | -3% | -4% | 25% | -32% | -5% | 0% | -3% | CCOC(=O)c1c(-c2ccccc2)csc1NC(=O)c1cc(-c2ccc(Cl)cc2)on1 |
| -10% | -3% | 3% | 3% | -16% | 1% | 40%[activator] | -10% | -5% | CCn1ncc(CN2CCCC(CNC(=O)c3ccc(F)cc3)C2)c1C (centres undefined) |
| ? | -9% | 25% | 7% | -28% | -19% | 8% | 14µM* | ? | O=c1c2ccccc2sc2ccc(NCCCN3CCOCC3)cc12 |
| -22% | -1% | -5% | 10% | 11%[0.457 µM] | -18% | ? | 0% | -1% | O=C(CN(Cc1ccco1)C(=O)c1cc(=O)[nH]c2ccccc12)Nc1ccccc1C(F)(F)F |
| -6% | 7% | -2% | 3% | 22% | 2% | 27% | 1% | -8% | CS(=O)(=O)c1ccc(NC(=O)C2CCCN(C(=O)c3ccc(Cl)cc3)C2)cc1 (centres undefined) |
| -18% | -6% | 99%[activator] | 0% | 12% | -2% | -8% | 4% | 10% | O=C(Cn1cc(C(F)(F)F)cc(Cl)c1=O)NCc1ccccc1 |
| -26% | -6% | 2% | -5% | 8% | -9% | 46%[activator] | -26% | 0% | CC(C)(C)NC(=O)C(c1ccc(O)cc1)N(C(=O)Cn1nnc(-c2ccc(F)cc2)n1)c1ccccc1F (centres undefined) |
| -5% | 4% | 0% | 12% | -15% | 1% | 18% | 326%[activator] | 8% | COc1ccccc1C(c1nnnn1C(C)(C)C)N1CCCc2ccccc21 (centres undefined) |
| -15% | -2% | -6% | 1% | 11% | -12% | 39%[activator] | ? | 10% | COc1ccc(-c2sc3cc4c(cc3c2C#CC2(O)CCCCC2)OCO4)cc1 |
| -7% | 2% | . | -24% | 11% | 5% | 21% | 5% | -3% | CCS(=O)(=O)N1CCC(C(=O)NCCCN2CCN(c3ccccc3F)CC2)CC1 |
| -8% | 1% | -4% | -10% | 12%[57.1 µM] | -6% | 21% | -12% | 10% | O=C(Oc1ccc(OC(=O)c2ccco2)c(S(=O)(=O)c2ccc(Cl)cc2)c1)c1ccco1 |
| -23% | -9% | 17% | -1% | 18% | 17% | 23% | -4% | -4% | CCOc1cc(/C=N/N=C/c2ccc(O)c(OCC)c2)ccc1O |
| -7% | -3% | -3% | 10% | 15% | -3%[56.9 µM] | 36% | 2% | -4% | COc1ccc([N+](=O)[O-])cc1N(CC(O)CN(C)C)S(=O)(=O)c1ccc(C)cc1 (centres undefined) |
| 2% | . | 1% | 1% | 3% | ? | 83%[activator] | -3% | ? | CC(=O)NCCNc1nc2c(-c3ccccc3)nnn2c2ccccc12 |
| -15% | -4% | 5% | 2% | -10% | -11% | 23% | -9% | 8% | CCOC(=O)c1c(-c2ccccc2)csc1NC(=O)CSc1nc(C)cc(C)n1 |
| ? | -1% | 0% | 0% | -11% | 10% | 26% | -14% | 3% | C/C(=N/n1cnnc1)c1cccnc1 |
| -7% | -3% | -5% | -1% | 19% | -5% | 21% | -20%&-2% | 12% | CCN1CCN(C(=O)c2cc3cc(Cl)ccc3[nH]2)CC1 |
| ? | -3% | -10% | . | 7% | 7% | ? | 0% | 0% | CCOC(=O)c1c(C)nc2c(c1-c1cc(OC)ccc1OC)C(=O)c1ccccc1-2 |
| -27% | 9% | -6% | -2% | 19%[57.1 µM] | -31% | 32% | . | 49%[activator] | O=C(Nc1cc(Cl)cc(Cl)c1)c1ccc(Cn2c(=O)[nH]c3ccsc3c2=O)cc1 |
| -1% | 5% | 3% | 0% | 11% | 14% | 30% | 7% | 5% | CCOc1ccccc1CN1C(=O)c2ccccc2C1C(=O)NC(C)CC (centres undefined) |
| -15% | 4% | -7% | 5% | 11% | 27% | 12% | -9% | -8% | Cc1ccc(N2CCN(C(=O)C3CCN(S(=O)(=O)c4ccc5c(c4)oc(=O)n5C)CC3)CC2C)cc1 (centres undefined) |
| -5% | -4% | 3% | -1% | 6% | 10% | 54%[activator] | -1% | 1% | COc1ccc(C(=O)N/N=C/c2ccccc2C(=O)O)cc1OC |
| -28% | -3% | 6% | -2% | 11% | -14% | 19% | 13% | 0% | Cc1nn(Cc2ccccc2)c(C)c1/C=N/NC(=O)c1ccncc1 |
| -31% | 7% | -4% | 4% | -11% | 21% | 7% | -9% | 1% | CCN1CCc2nc(NC(=O)Cc3ccc4c(c3)OCCO4)sc2C1 |
| -12% | -1% | -2% | 5% | 18%[57.1 µM] | 20% | 29% | ? | 3% | CC(C)n1nc(C(=O)Nc2nnc(C3CC3)s2)c2ccccc2c1=O |
| -11% | i | -15% | -3% | -5% | 13% | 26% | -17% | 2% | CC(=O)Nc1ccc(N/C=C/C(=O)C(C)(C)C)cc1 |
| -20% | 0% | -5% | -1% | 11% | 30% | 27% | 10% | 5% | CCn1cc(Br)c(-c2nc3ccccc3c(=O)n2N)n1 |
| -14% | 3% | 1% | 2% | -1%[57.1 µM] | 1% | 21% | 9% | -1% | Cc1ccc(NC(=O)CS(=O)CC(=O)N(C(C)C(=O)NC2CCCCC2)C(C)(C)C)cc1 (centres undefined) |
| -20% | -2% | -3% | -5% | 30%[0.0914 µM] | -17% | 0% | -3% | -3% | COc1ccc(-c2noc(CCCC(=O)NC3CCCCC3)n2)cc1OC |

Some entries already given, showing only Pin1 inhibitor.
molecule	Pin1 inhibitor
C=CCn1c(CCCNC(=O)C(C)(C)C)nc2ccccc21	4%
CCS(=O)(=O)N1CCC(NC(=O)C(Cc2cc(OC)ccc2OC)NC(C)=O)CC1 (centres undefined)	-4%
